Compound activity: PubChem BioAssay, several laboratories
KCNQ2 block = KCNQ2 potassium channel inhibitors, primary screen, cell-based, CHO-K1, FluxOR thallium flux, B-score (AID 2156); O88943; 20 min; hits give low values; B-score at 10 µM; actives 1.1% (n = 310,000);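 active = fluorescence ratio B-score at most minus 3 library SDs, with starting brightness B-score within 2 library SDs, cut at about -5.5 in these data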
Target sequence (O88943 whole entry, looked up): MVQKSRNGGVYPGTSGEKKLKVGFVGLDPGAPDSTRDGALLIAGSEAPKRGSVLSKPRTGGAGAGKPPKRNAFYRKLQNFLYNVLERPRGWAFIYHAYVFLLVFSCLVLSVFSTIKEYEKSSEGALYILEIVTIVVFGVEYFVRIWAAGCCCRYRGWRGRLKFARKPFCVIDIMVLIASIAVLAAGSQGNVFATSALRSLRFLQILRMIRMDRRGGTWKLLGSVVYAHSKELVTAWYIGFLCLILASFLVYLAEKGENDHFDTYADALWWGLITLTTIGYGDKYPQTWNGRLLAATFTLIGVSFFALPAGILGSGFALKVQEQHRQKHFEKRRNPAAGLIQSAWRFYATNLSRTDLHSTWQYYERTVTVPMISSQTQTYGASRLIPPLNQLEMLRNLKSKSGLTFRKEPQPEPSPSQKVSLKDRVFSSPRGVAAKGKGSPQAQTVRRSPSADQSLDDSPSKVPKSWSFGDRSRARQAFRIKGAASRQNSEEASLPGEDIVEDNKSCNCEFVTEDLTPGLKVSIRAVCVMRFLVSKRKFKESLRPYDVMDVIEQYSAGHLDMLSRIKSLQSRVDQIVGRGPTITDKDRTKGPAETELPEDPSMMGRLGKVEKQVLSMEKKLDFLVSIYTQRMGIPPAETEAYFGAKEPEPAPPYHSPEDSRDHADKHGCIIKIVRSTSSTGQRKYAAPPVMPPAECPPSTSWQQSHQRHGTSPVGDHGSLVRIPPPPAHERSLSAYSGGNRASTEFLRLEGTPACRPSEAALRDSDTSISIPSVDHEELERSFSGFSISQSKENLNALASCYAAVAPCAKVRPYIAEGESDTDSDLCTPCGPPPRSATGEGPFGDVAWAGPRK
STK33 inh = human STK33 kinase inhibition. actives 0.073% (n = 320,000). inhibition, % at 10 µM. AID 2661. Q9BYT3. purified STK33, MBP phosphorylation, ADP-Glo luminescence;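 active = inhibition at or above 25%, using the most active replicate where run in duplicate; inactive = inhibition below 25%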
OX1R FRET antag = OX1R (human) antagonism; O43613; OX1R-expressing cells, FRET antagonist read-out; inhibition, % at 6.6 µM; actives 1.8% (n = 330,000); AID 485270; in the data active = inhibition mostly above about 38%, no sharp cut-off; inactive = mostly below about 40%;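 also: 0% = agonist challenge alone and 100% = reference antagonist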
Active calls of the source: *; i = inactive; x = no result given.

SMILES	KCNQ2 block	STK33 inh	OX1R FRET antag
C=CCN1C=CC(=CC=C(C#N)C#N)C=C1	i	-1.6	39
COc1cccc(CNC(=O)c2cc(S(=O)(=O)N3CCCC3)cn2C)c1	i	-0.6	6
O=C(c1ccc(Br)cc1)N1CCN(Cc2ccccc2)CC1	i	-1.0	-1
CC(=O)Nc1ccccc1-c1nc2ccccc2nc1OCC(=O)c1ccc(Cl)cc1	i	0.9	0
NS(=O)(=O)c1ccc(NC(=O)COC(=O)CCCN2C(=O)c3cccc4cccc(c34)C2=O)cc1	x	-0.2	15
CCOC(=O)N1CCN(Cc2cc(=O)oc3cc4c(cc23)CCC4)CC1	i	0.4	36
CC(NC(=O)C(=O)N1CCOCC1)C(c1cccs1)N1CCN(c2ccccc2)CC1 (stereo not given)	i	-1.2	0
COCCN(CC(=O)NC1CCCCC1)C(=O)CCCC(=O)Nc1ccccn1	i	-0.1	3
O=C(Nc1ccc2c(c1)OCO2)Nc1ccc2c(c1)OCO2	i	-1.5	5
CN1CCN(C(=O)c2ccc(C3SCC(=O)N3Cc3ccco3)cc2)CC1 (stereo not given)	i	1.3	17
O=C(COc1ccccc1)NCCc1cn2ccsc2n1	i	0.4	9
CS(=O)(=O)Nc1ccc(C2=NN(S(C)(=O)=O)C(c3ccccc3)C2)cc1 (stereo not given)	i	9.1	15
COC(=O)c1cn(Cc2ccccn2)c(=O)c2ccccc12	i	-0.5	8
CCN1C(=O)N/C(=C/c2ccc(Sc3ccc(C)cc3)o2)C1=O	i	-1.9	52
Cc1ccnc(NC(=O)CSc2nnc3c(n2)[nH]c2ccccc23)c1	i	x	57

Record cards, as listed above. Order of screens: KCNQ2 block | STK33 inh | OX1R FRET antag
CC(=O)Nc1ccccc1-c1nc2ccccc2nc1OCC(=O)c1ccc(Cl)cc1 is listed as i | 0.9 | 0
NS(=O)(=O)c1ccc(NC(=O)COC(=O)CCCN2C(=O)c3cccc4cccc(c34)C2=O)cc1 is listed as x | -0.2 | 15

(listing goes on)
SMILES	KCNQ2 block	STK33 inh	OX1R FRET antag
Cn1c(=O)c2c(nc(N3CCCCCC3)n2CC(O)COc2ccccc2)n(C)c1=O (stereo not given)	i	0.0	23
COCc1cc(C)nc(OCC(=O)N/N=C/c2cccc(OC)c2)c1C#N	i	-0.5	-1
COc1cc(C(=S)N2CCN(C)CC2)ccc1OCC(=O)NCc1ccccc1	i	-1.2	32
Cc1ccsc1CNc1ncnc2ccc(-c3c(C)noc3C)cc12	x	1.8	10
Cc1ccnc(NC(=O)C2CCCN(S(=O)(=O)c3ccc4[nH]c(=O)ccc4c3)C2)c1 (stereo not given)	i	-0.6	7
O=C(NCc1ccc2c(c1)OCO2)c1nc(S(=O)(=O)Cc2ccccc2)ncc1Cl	i	x	46
Cc1[nH]ccc(=O)c1OCc1c(Cl)cccc1Cl	i	-0.8	4
CCO[C@@H]1OC(C(=O)NC2CC2)=C[C@H](c2ccccc2)[C@H]1CCCO	i	-0.4	32
C=CCc1c(C)nc(SCc2nc3ccccc3c(=O)[nH]2)[nH]c1=O	i	0.6	14
O=C(O)c1ccc(Cl)c(S(=O)(=O)N(Cc2ccccc2)c2ccccc2)c1	i	-0.7	15
COc1ccc(NC(=O)c2cccc(NC(=O)c3ccco3)c2)c(OC)c1	i	0.4	3
Cc1nc(N)ncc1-c1ccc2c(c1)OCO2	i	-1.5	4
COc1cccc(NC(=O)C2CCC2)c1	x	0.6	10
CCC(=O)Nc1ccccc1N1CCN(S(C)(=O)=O)CC1	i	-0.5	-2
CC(C)CC(c1nnnn1C(C)C)N1CCN(c2ccccc2)CC1 (stereo not given)	i	-0.7	12

Among those listed so far, these have a thiophene ring, fused or not:
SMILES	KCNQ2 block	STK33 inh	OX1R FRET antag
CC(NC(=O)C(=O)N1CCOCC1)C(c1cccs1)N1CCN(c2ccccc2)CC1 (stereo not given)	i	-1.2	0
Cc1ccsc1CNc1ncnc2ccc(-c3c(C)noc3C)cc12	x	1.8	10

(listing goes on)
SMILES	KCNQ2 block	STK33 inh	OX1R FRET antag
Cc1nc2ccccn2c1C(=O)N/N=C/c1cc(C)n(-c2ccc(Br)cc2)c1C	i	-0.6	6
O=C(C1CCN(S(=O)(=O)N2CCOCC2)CC1)N1CCN(Cc2ccccc2)CC1	i	-1.3	13
COc1ccc([N+](=O)[O-])c(OC)c1C(=O)NC(=O)Nc1nc(C)cc(C)n1	i	-0.7	9
COc1ccc(Cc2nc3ccc(C(=O)NC4CCOC4)cc3o2)cc1 (stereo not given)	i	-0.3	2
O=C(O)C1CCN(S(=O)(=O)c2cccs2)CC1	i	2.3	18
CN(C(=O)c1ccc(NC(=O)Cc2cccc(NC(=O)C3CCCN(C(=O)CCc4ccccc4)C3)c2)cc1)C1CCCC1 (stereo not given)	x	-1.1	16
COc1ccc(OC)c(-c2cc(C(=O)N3CCN(c4ncccn4)CC3)c3ccccc3n2)c1	i	0.9	14
O=C(c1ccc(Br)s1)N1CCN(S(=O)(=O)c2ccccc2)CC1	i	-5.4	12
COc1ccc(CN(C(C)=O)c2ccccc2C(=O)O)cc1	i	-1.5	11
O=C(CSC1=NCCS1)Nc1ccc(S(=O)(=O)N2CCCCCC2)cc1	i	-3.5	5
CCOc1ccc(S(=O)(=O)N2CCCC(C(=O)NCc3ccco3)C2)cc1 (stereo not given)	i	-0.9	25
COc1ccccc1CNC(=O)CNCC1CCCO1 (stereo not given)	i	x	5
O=C(CCc1nnc(C2CCCCC2)o1)NCc1ccc(F)c(F)c1	i	-1.8	-5
COc1ccc(NC(=O)CN2CCN(S(=O)(=O)c3ccc(Cl)cc3)CC2)cc1	i	-1.0	20
N#CCCN(Cc1cccnc1)C(=O)c1sc2cc(F)ccc2c1Cl	i	1.3	10
C=C(C)CNC(=S)N/N=C/C1=CCC2CC1C2(C)C (stereo not given)	i	-0.2	12
CC(=O)Nc1ccc(S(=O)(=O)NCc2nnnn2-c2ccc(F)cc2)cc1	i	-2.0	17
CCc1ccc(-c2cc(C)no2)cc1S(=O)(=O)N1CCN(c2ccccc2OC)CC1	i	0.6	21
Cn1cccc1-c1nc2ccc(NC(=O)c3ccccc3)cc2[nH]1	i	-0.3	13
CCN(c1cccc(C)c1)S(=O)(=O)c1cc2c3c(c1)CCN3C(=O)CC2	i	-0.4	17
CC1CCCN(C(=O)c2ccccc2OC2CCN(S(C)(=O)=O)CC2)C1 (stereo not given)	i	-1.2	28
O=C(CNC(=O)c1ccccc1Cl)Nc1ccncc1	x	0.0	6
Cc1cccc(OCC(=O)NCc2ccc(F)cc2)c1	i	-3.2	6
CC(C)Cn1c(N)c(C(=O)COC(=O)Cc2cccc(C(F)(F)F)c2)c(=O)n(C)c1=O	i	-0.1	29
CCOC(=O)c1ccc(N2CCCCC2)c(NS(=O)(=O)c2ccc(C)cc2)c1	-7.3*	-2.1	5
Cc1ccc(Cl)cc1NC(=O)Cn1cc2c(n1)CCCC2	i	-3.5	12
Cc1ccc(N=Cc2c(O)n(C)c(=O)n(C)c2=O)nc1	i	-0.2	13
Cc1ccc(Cl)cc1-n1c(=O)cc(N2CCN(C(=O)c3ccco3)CC2)[nH]c1=O	i	-2.3	17
C=CCN(c1ccccc1)S(=O)(=O)c1cccc(C(=O)N2CCCC2)c1	i	0.4	8
CNC(=O)C1CC(=O)N(CCCc2ccccc2)C(=Nc2ccccc2)S1 (stereo not given)	i	-0.1	12

Structural class: those above with a furan ring, fused or not
SMILES	KCNQ2 block	STK33 inh	OX1R FRET antag
CN1CCN(C(=O)c2ccc(C3SCC(=O)N3Cc3ccco3)cc2)CC1 (stereo not given)	i	1.3	17
CCN1C(=O)N/C(=C/c2ccc(Sc3ccc(C)cc3)o2)C1=O	i	-1.9	52
COc1ccc(NC(=O)c2cccc(NC(=O)c3ccco3)c2)c(OC)c1	i	0.4	3
CCOc1ccc(S(=O)(=O)N2CCCC(C(=O)NCc3ccco3)C2)cc1 (stereo not given)	i	-0.9	25
Cc1ccc(Cl)cc1-n1c(=O)cc(N2CCN(C(=O)c3ccco3)CC2)[nH]c1=O	i	-2.3	17

(listing goes on)
SMILES	KCNQ2 block	STK33 inh	OX1R FRET antag
CCOC(=O)c1c(N)c2cc([N+](=O)[O-])ccc2n1C	i	-2.1	10
CC(C)(C)C(=O)N1CCC(O)(CS(=O)(=O)Cc2ccc(Cl)cc2)CC1	i	-1.8	-1
CSCCC(NC(=O)C1CCC(C)CC1)C(=O)O (stereo not given)	i	-0.4	4
Cc1cc(=O)n2nc(N3CCC(C(=O)NCc4ccccc4)CC3)sc2n1	i	0.8	4
O=C(O)CCCN1C(=O)/C(=C/c2ccncc2)SC1=S	i	0.1	68
CCOC(=O)CSc1ncnc2c1c(-c1ccccc1)cn2-c1ccc(OC)cc1	i	-2.0	24
Cc1c(C(=O)Nc2ccc(C(F)(F)F)cc2)sc2ncn(CC(=O)N3CCN(c4ccccn4)CC3)c(=O)c12	i	0.0	5
c1ccc2c(c1)NC1(CCCCCC1)n1c-2nc2ccccc21	i	-0.6	11
CCOc1ccc(-c2c(C(=O)N/N=C(\C)c3ccccc3OC)nnn2-c2nonc2N)cc1	i	-2.0	11
CC(C)(C)N(C=C(Cl)Cl)C(=O)NC1CCCCC1	i	-0.4	12
CCOc1cc(/C=N/NC(=O)c2ccc(CSc3nncn3C)cc2)ccc1OCC(=O)N1CCOCC1	i	1.5	22
C=CCn1c(C)cc(C(=O)COC(=O)c2ccc(N)c([N+](=O)[O-])c2)c1C	i	-1.0	51
Clc1nc2ccccc2cc1-c1nnn(-c2ccccc2)n1	i	-0.3	36
Cc1ccc(C(=O)Nc2nccc(-c3cccs3)n2)cc1	i	1.2	17
COc1ccc(C[C@H]2CN3C(=NC[C@@H]3Cc3ccc(O)cc3)N2C[C@H](C)NC(=O)c2ccc(C)c(Br)c2)cc1	i	-0.8	17
CC1CCN(C(C(=O)Nc2ccc(C(C)C)cc2)c2ccc3c(c2)OCO3)CC1 (stereo not given)	i	-1.4	13
COc1ccc(C(CNC(=O)c2[nH]c(C)c(C(C)=O)c2C)N2CCOCC2)cc1 (stereo not given)	x	0.9	0
COc1ccc2[nH]c3c(c2c1)CCNC3C1CC=C(C)CC1 (stereo not given)	i	0.7	-1
CCCCn1c(N)c(N(CCC(C)C)C(=O)CN2C(=O)C3CCCCC3C2=O)c(=O)[nH]c1=O (stereo not given)	i	-0.3	5
Cc1ccc(-n2c(C)cc(/C=N/Nc3ccc([N+](=O)[O-])cn3)c2C)cc1	i	0.0	23
CC(=O)C1=C(O)C(=O)N(c2ccc(O)cc2)C1c1cccc(F)c1 (stereo not given)	i	-0.3	6
C=CCC(NCc1ccco1)c1ccc(OC)c(OC)c1 (stereo not given)	i	-3.5	7
O=C(c1ccccc1-c1nc2ccccc2[nH]1)N1CCCCC1	x	-0.6	4
CCN(C(=O)COC(=O)c1cc(C)oc1C)c1c(N)n(Cc2ccccc2)c(=O)[nH]c1=O	x	-0.5	9
CC(=O)c1ccc(Oc2nc(-c3cccnc3)nc3ccccc23)cc1	i	-1.2	10
CCn1c(SCC(=O)Nc2sc3c(c2C#N)CCCC3)nnc1-c1ccco1	i	-1.6	94*
Cc1ccc([N+](=O)[O-])cc1S(=O)(=O)Nc1cccc(-c2ccc(N3CCOCC3)nn2)c1	i	0.3	7
COc1ccc2c(c1)[C@H]1[C@H](CO2)[C@H](c2ccccc2)[C@]2(C)C(=O)N[C@H](C)C(=O)N12	x	-0.6	-2
O=C1CC(c2ccco2)CC(O)=C1C=Nc1cc(Cl)cc(Cl)c1 (stereo not given)	i	-0.9	11
COC(=O)[C@@]12CCCN1[C@H](c1ccc(-c3ccc(OC)cc3)c(OC)c1)[C@H]1C(=O)N(C)C(=O)[C@H]12	i	0.8	2
Cc1cc(C)cc(C(=O)NCC(=O)OCC(=O)N2c3ccccc3NC(=O)C2(C)C)c1	i	0.2	17
COc1ccc(-c2nnc(SCc3c(C)noc3C)n2N)cc1OC	i	-0.6	27
CCc1cc2cccc(C)c2nc1SCC(=O)Nc1cc(C)on1	i	0.1	55
Cc1nn(-c2cc(N3CCCCCC3)ccc2[N+](=O)[O-])c(=O)c2ccccc12	i	-0.1	4
COc1ccc(NC(=O)CN2CCN(C(=O)N3CCOCC3)CC2)cc1	i	-0.5	11
O=C(O)c1ccc(N=Cc2nc(-c3ccco3)oc2O)cc1	i	2.7	41
COc1ccc(-n2cc(-c3ccccc3)[n+]3c2CCCCC3)cc1	i	0.9	17
O=C(NCc1ccc2c(c1)OCO2)c1ccco1	i	-0.3	4
CCc1ccc(-n2c(=O)c3c(C)c(C(=O)N(C)C)sc3n(CC(=O)NCc3ccco3)c2=O)cc1	i	1.1	13
COc1cc(/C=N/NS(=O)(=O)c2ccc(C(C)(C)C)cc2)cc([N+](=O)[O-])c1O	i	-1.2	27
O=C(C1=C[C@@H](C2CCCCC2)C[C@@H](OCc2ccc(CO)cc2)O1)N1CCN(Cc2ccc3c(c2)OCO3)CC1	i	-0.1	17
CCOc1cccc(/C=N/N2C(C)CCCC2C)c1O (stereo not given)	i	0.3	7
CCOCCCNC(=S)N1CCC(C(=O)c2ccc(C)cc2)CC1	i	-0.6	15
CCOC(=O)c1c(NC2=NS(=O)(=O)c3ccccc32)sc2c1CCC(C)C2 (stereo not given)	i	-2.4	5
CCn1c(C(C)NC(=O)c2ccc(Cl)cc2)n[nH]c1=S (stereo not given)	i	-1.6	9
CC(C)CSC1=NSC2=NC(=O)/C(=C\c3cccs3)C(=N)N12	i	-0.9	9
Cc1ccc(C(=O)N2CCC3(CC2)Oc2ccc(Cl)cc2C(=O)C32CC(c3ccc(Cl)cc3)=NO2)s1 (stereo not given)	i	0.9	2
CCOc1ccc(N(C)S(=O)(=O)c2ccc3[nH]cc(C(=O)NCCOC)c(=O)c3c2)cc1	i	-0.1	5
